TDP1 inh: qHTS Assay for Inhibitors of Tyrosyl-DNA Phosphodiesterase (TDP1) | recombinant TDP1, AlphaScreen DNA substrate cleavage | Potency, µM (series often up to 130 µM), for the others: top-dose activity change, negative = inhibition, usual class: inhibitors | 350,000 compounds, 0.28% hits; note: nearly all actives have a fitted effect of over 40% in size
Target sequence (Q9NUW8 whole entry, looked up): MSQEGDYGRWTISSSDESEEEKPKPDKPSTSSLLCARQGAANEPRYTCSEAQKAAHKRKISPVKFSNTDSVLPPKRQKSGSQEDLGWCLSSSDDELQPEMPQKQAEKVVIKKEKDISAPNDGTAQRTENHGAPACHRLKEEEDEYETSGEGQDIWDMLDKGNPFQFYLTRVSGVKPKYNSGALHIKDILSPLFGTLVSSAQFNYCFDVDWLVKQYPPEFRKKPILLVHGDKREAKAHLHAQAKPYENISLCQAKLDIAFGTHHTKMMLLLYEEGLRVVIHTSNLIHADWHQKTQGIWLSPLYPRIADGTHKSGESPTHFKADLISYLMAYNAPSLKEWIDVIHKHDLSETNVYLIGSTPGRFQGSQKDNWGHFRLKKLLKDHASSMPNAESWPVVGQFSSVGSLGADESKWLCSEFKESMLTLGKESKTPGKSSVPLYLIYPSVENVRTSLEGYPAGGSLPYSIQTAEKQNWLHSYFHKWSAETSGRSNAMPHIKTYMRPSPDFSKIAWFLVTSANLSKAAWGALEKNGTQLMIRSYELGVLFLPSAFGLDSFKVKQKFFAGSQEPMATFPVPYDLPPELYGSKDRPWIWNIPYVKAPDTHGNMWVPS
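Recombinant E. coli-expressed Tdp1 (1 nM) preincubated with compound 15 min at RT, then 5'-biotin/3'-phosphotyrosine-FITC DNA substrate (15 nM) added for 5 min. AlphaScreen beads (10 ug/ml) added, 10 min RT; tyrosine-FITC cleavage read as signal loss.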
N370S GC: qHTS Assay for Inhibitors and Activators of N370S glucocerebrosidase as a Potential Chaperone Treatment of Gaucher Disease | N370S GC spleen homogenate, 4MU-glucoside fluorescence | 330,000 compounds, 0.092% hits | Potency, µM (titrated, usually from 59.4 µM), for the others: top-dose activity change, negative = inhibition, hits mostly inhibitors | AID 2101, 2009 | Lysosomal acid glucosylceramidase (Homo sapiens), P04062;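 note: 0% = full enzyme activity and -100% = no enzyme basal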
FEN1 inhibitor: qHTS Assay for the Inhibitors of Human Flap endonuclease 1 (FEN1); P39748; Recombinant FEN1 flap cleavage, fluorescence, 15 min; Potency, µM (titrated, usually from 114 µM), for inactives: at the highest dose activity change, negative = inhibition, most hits filed as inhibitors; 390,000 compounds, 0.35% hits; AID 588795, 2011; note: nearly all actives have a fitted effect of over 65% in size
Target sequence (P39748 whole entry, looked up): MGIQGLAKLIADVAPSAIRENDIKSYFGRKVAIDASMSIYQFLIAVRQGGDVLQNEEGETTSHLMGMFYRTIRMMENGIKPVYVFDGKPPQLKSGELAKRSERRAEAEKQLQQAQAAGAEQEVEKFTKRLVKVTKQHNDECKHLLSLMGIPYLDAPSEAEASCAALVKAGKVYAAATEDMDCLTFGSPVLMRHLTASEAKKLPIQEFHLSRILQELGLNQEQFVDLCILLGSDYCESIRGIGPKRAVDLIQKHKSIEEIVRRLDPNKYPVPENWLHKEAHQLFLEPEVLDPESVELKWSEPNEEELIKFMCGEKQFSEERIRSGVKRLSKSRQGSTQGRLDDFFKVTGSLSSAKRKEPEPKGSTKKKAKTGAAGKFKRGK
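Quantitative HTS format: each compound was titrated, incubated with 10 nM nuclease for 15 min at room temperature, then challenged with flap substrate at 50 nM final. Signal change over 15 min gave concentration–effect curves.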
Numbers without * were called inactive; ? = inconclusive; . = not tested or not shown; & = joins results of further samples; [ ] = remark or other dose. Calls come from the whole dose curve; as a rule, active = well fitted curve in the direction sought with a large enough effect; inconclusive = small, poorly fitted or top-dose-only effect, or another doubt; inactive = no such curve, though single readings can be large; an effect the other way counts as inactive or inconclusive. Unless noted, % is set by controls: 0 for no effect and ±100 for the full control effect; potency is the fitted concentration of half-maximal effect.

Molecule | TDP1 inh | N370S GC | FEN1 inhibitor
CCc1ccc(OCC(=O)NC(=S)Nc2ccc(Br)c(C)n2)cc1 | 0% | -2% | -10%
OCC1(CO)COC(c2ccccc2)=N1 | 2% | -2% | 21%
Cc1ccc(CNc2ccc3c(c2)OCO3)c(C)c1 | 10% | 8% | .
NS(=O)(=O)c1ccc(CCNC(=O)CNC(=O)c2ccc(F)cc2)cc1 | 2% | -4% | -4%
CCOc1ccc(NC(=O)c2sc3nc4c(cc3c2N)CN(Cc2ccccc2)CC4)cc1 | 3% | . | 0%
Cc1sc2nc(SCC(=O)Nc3cccc(S(N)(=O)=O)c3)[nH]c(=O)c2c1C | 0% | . | -1%
O=C(CCN1C(=O)/C(=C/c2cccs2)SC1=S)Nc1ccccc1O | 2% | -1% | -1%
COc1ccc(CNCc2ccc3c(c2)n(C)c(=O)n3C)cc1 | 4% | . | 7%
O=C(NCc1ccccc1CN1CCCC1)C1CCN(C(=O)c2ccc(F)cc2)CC1 | 0%[56.1 µM] | . | -4%
Cc1cc(=O)c(C(=O)Nc2ccc(N3CCOCC3)cc2N2CCOCC2)nn1-c1ccccc1Cl | 2% | . | -1%
COc1cc(-c2cc(=O)c3c(O)c(OC)c(OC)cc3o2)cc(OC)c1O | . | -14% | -32%
CC(C)CN(C(=O)COC(=O)COc1ccc2ccccc2c1)c1c(N)n(Cc2ccccc2)c(=O)[nH]c1=O | -1% | 1% | 9%
Cc1ccc(C(=O)CC(=O)c2ccc(C(C)(C)C)cc2)cc1 | 1% | -3% | -1%
O=C(CN1C(=O)S/C(=C/c2cccs2)C1=O)N1CCCC1 | 0% | . | -6%
C/C(=N/Nc1nc(C)cc(-c2ccccc2)n1)c1ccco1 | 2% | -2% | 7%
Cc1cc(NC(=O)CCC(=O)N(c2ccccc2)C(C)C(=O)NC2CCCC2)no1 (stereo not given) | 2%[0.0935 µM] | -8% | 0%
O=C(CCCN1C(=O)c2cccnc2C1=O)Nc1ccccc1F | -2% | -9% | 5%
Cn1c(Cn2c(=O)sc3ccccc32)nnc1SCC(=O)N1CCCC1 | 3% | -4% | 17%
NC(=O)c1c(NC(=O)c2ccccc2C(=O)O)sc2c1CCCC2 | 4% | -1% | 17%
COc1cc(C2Nc3ccccc3C(=O)N2NS(C)(=O)=O)c([N+](=O)[O-])cc1OC (stereo not given) | . | -4% | 2%
CC(=O)N1CCc2cc(S(=O)(=O)NCCC(=O)Nc3cc(C)cc(C)c3)ccc21 | 6% | -1% | 1%
COc1ccc(-c2nnc(SCC(=O)OC3CCCCC3)o2)cc1OC | 4% | -20% | 3%
CS(=O)(=O)NNC(=O)Cn1nnc(-c2cc(C(F)(F)F)cc(C(F)(F)F)c2)n1 | . | -10% | 2%
O=C(CN1C(=O)NC2(CCCCCC2)C1=O)NCc1ccccc1Cl | 0% | . | 2%
Fc1ccc(NC(=S)NCc2ccccc2)cc1 | . | -1% | 4%
O=C(NCC(=O)N1CCC(Cc2ccccc2)CC1)c1ccc(Cl)cc1 | 0% | -9% | -4%
CCc1nnc(NC(=O)c2ccc(NC(=O)C(C)C)cc2)s1 | 9% | -20% | -8%
Cc1ccc(S(=O)(=O)Nc2n[nH]nc2C(=O)NC2CCCCC2)cc1 | 0% | 3% | 13%
Cc1cc(C)n(-c2ncnc3sc4c(c23)CCCC4)n1 | -7% | 3% | -3%
C[C@H](NC(=O)c1ccc(Cl)cc1)C(=O)NNC(=O)c1cccs1 | 0% | . | 17%
CCC(NC(=O)NC1CCCCC1)c1ccccc1 (stereo not given) | -4% | -1% | 4%
Cc1cccc(-n2ccnc2SCC(=O)Nc2ccccc2C(F)(F)F)c1 | 10% | . | -19%
CCN(CC)c1nc2n(c(=S)n1)CCS2 | -2% | -6% | 5%
Cc1ccc(S(=O)(=O)N(CC(=O)Nc2cccc(C(F)(F)F)c2)C(=O)N2CCN(C)CC2)cc1 | -15%[0.505 µM] | -17% | 1%
O=C(Nc1ccc(Cl)c([N+](=O)[O-])c1)ONC1=NCCCCC1 | 2% | -4% | 3%
CN(C)c1ccc(/C=[N+](\[O-])C(C)(C)/C=N/O)cc1 | -5% | -3%[2.35 µM] | -6%
O=S(=O)(NCC(c1ccco1)N1CCN(c2ccccc2F)CC1)c1ccc2c(c1)OCCO2 (stereo not given) | 3% | 12% | -15%
C=CC(COCc1ccccc1)N(Cc1ccccc1)S(=O)(=O)c1ccccc1Br (stereo not given) | -12% | 3%&22% | 2%&7%
Cc1ccc(NC(=O)Cn2c(=O)n(CCCS(=O)(=O)C3CCCCC3)c(=O)c3ccccc32)cc1F | 5% | . | -2%
COc1ccc(S(=O)(=O)N2CCCCC2)cc1NC(=O)C1CC(=O)N(c2ccc3c(c2)OCCO3)C1 (stereo not given) | 1% | ? | 1%
COc1cc(-c2cccc([C@H]3[C@@H]4C=CC[C@@H](C)[C@@H]4C(=O)N3Cc3ccccc3)c2)cc(OC)c1OC | 1%[56.1 µM] | -6% | -23%
Cc1ccc(-c2csc(=Nc3cccnc3)n2CCCn2ccnc2)cc1C | 8% | -8% | -5%
O=C(CN1CCN(Cc2ccccc2)CC1)N/N=C/c1ccccc1F | 7% | -2% | 2%
CN1CCN(C(=S)c2cn(Cc3ccccc3)c3ccccc23)CC1 | 10% | -11% | 2%
Cc1ccc(NC(=S)N(Cc2ccco2)C(C)c2cccs2)cc1 (stereo not given) | 8% | 11% | 17%

The list continues:
| molecule | TDP1 inh | N370S GC | FEN1 inhibitor |
| --- | --- | --- | --- |
| CC(C)[C@H](NS(=O)(=O)c1cccc(Cl)c1)C(=O)OCC(=O)N1CCN(c2ccccc2)CC1 | 3% | -6% | 4% |
| CC(C)CCNc1nc2c(c(=O)n(Cc3cccc(F)c3)c(=O)n2C)n1C | -3% | 5% | -26% |
| CCc1cc2c(-c3ccccc3)cc(=O)oc2c2c1OCN(Cc1ccc(C)cc1)C2 | 6% | . | 6% |
| Cc1ccc(N/N=C2\CCS(=O)(=O)c3sccc32)cc1 | 11% | . | 0% |
| O=[N+]([O-])c1ccc(O)c(/C=N/Nc2ncnc3c2cnn3-c2ccccc2)c1 | . | -18% | -14% |
| O=C(Nc1cccc(NC(=O)C2CCCO2)c1)C1CCCO1 (stereo not given) | 3% | -3% | 26% |
| Cc1cc(SCC(=O)Nc2ccccc2)nc(C)n1 | 6% | -5% | 9% |
| Cn1c(=O)c2c(nc(SCC(=O)Nc3ccccc3)n2Cc2ccccc2F)n(C)c1=O | 5% | . | -4% |
| COc1ccc(-c2noc(CSc3nnc(-c4ccncc4)n3-c3ccc(F)cc3)n2)cc1OC | 5% | -4% | -21% |
| NS(=O)(=O)c1ccc(CCNC(=O)CCNS(=O)(=O)c2ccccc2C(F)(F)F)cc1 | -3%[56.1 µM] | . | 1% |
| O=C(c1ccc2c(=O)n(Cc3ccccc3)c(=S)[nH]c2c1)N1CCOCC1 | 10% | -1% | -2% |
| COc1ccc(OCCSc2nc3ccccc3c(=O)[nH]2)cc1 | 5% | -6% | -6% |
| COc1cc(OC)c(OC)cc1/C=C/c1nc2ccccc2c(=O)n1-c1ccc(Br)c(C)c1 | 10% | . | -18% |
| Cc1ccc(OCC(=O)N/N=C\c2ccc(O)cc2)c([N+](=O)[O-])c1 | 5% | -1% | 4% |
| Cc1ccc(Cl)cc1N1CCN(Cc2nnnn2Cc2ccco2)CC1 | 7% | -10% | -13% |
| COC(=O)C1=C(C)NC(=O)/C1=C\N(C)C | -7% | -2% | -8% |
| CC1(c2ccc([N+](=O)[O-])cc2)NC(=O)NC1=O (stereo not given) | 4% | 1% | 14% |
| COc1cccc(N2CCN(CC(=O)Nc3ccc(S(=O)(=O)N4CCCCCC4)cc3)CC2)c1 | 3% | . | -21% |
| O=C(CCc1ccccc1)NCCc1cccs1 | 6% | 12% | -6% |
| CC(=O)NS(=O)(=O)c1ccc(NC(=O)COc2ccc(C(=O)c3ccccc3)cc2)cc1 | 0% | 9% | -3% |
| Cc1ccc2cc3cc(C(=O)NCCCN4CCCC4)oc3nc2c1 | 0% | 2% | -28% |
| O=C(NC(=O)c1ccccc1)Nc1ccccc1O | . | 2% | 10% |
| COc1ccc(NC(=O)Nc2ccc(N3CCOCC3)c3nonc23)c(OC)c1 | 5% | 1% | 11% |
| Cc1ccc(N(C)C(=O)c2cnc(N3CCOCC3)c3ccccc23)cc1C | 4% | . | 18% |
| Cc1ccc(OCC(O)CN2CC3(C)CC2CC(C)(C)C3)cc1 (stereo not given) | -11% | -10% | 2% |
| Cc1ccc(C)c(NC(=O)Cn2c(=O)oc3cc(S(=O)(=O)NCc4ccccc4)ccc32)c1 | 4% | . | -6% |
| Cc1cc(=O)n(C)c(=O)n1CCCCCOc1cccc([N+](=O)[O-])c1 | 0% | -3% | -13% |
| CC1(C)CC(=O)C(C=NCCN2CCN(CC(=O)Nc3ccc(F)cc3)CC2)=C(O)C1 | 4% | 2% | 4% |
| CC(C)C[C@@H](CC#N)N1CCN(Cc2ccccc2)CCC1=O | . | -1% | 3%&-21% |
| CCOc1ccc(NC(=O)NCC2CCN(c3ccc(OC)cc3)C2)cc1 (stereo not given) | -2% | -4% | -9% |
| O=C1ON=C(c2ccccc2[N+](=O)[O-])/C1=C/c1cccc([N+](=O)[O-])c1O | 0% | . | -3% |
| O=C(Cn1cnc([N+](=O)[O-])n1)NCCO | . | -4% | 19% |
| Cc1ccc(-c2nc3sccn3c2Nc2ccccc2C)cc1 | 10% | . | -25% |
| CCCCCCC(C)NC(=S)Nc1cc(S(=O)(=O)N(C)C)ccc1C (stereo not given) | 4% | -5% | -15% |
| O=C(c1ccccc1)n1c(=O)c(F)cn(COCCBr)c1=O | 4% | -1% | 1% |
| CC1CCN(c2ccccc2NC(=S)NC(=O)C(C)(C)C)CC1 | 5% | 5% | -1% |
| CC1(c2ccc([N+](=O)[O-])cc2)NC(=O)N(CC(=O)Nc2ccc(N3CCCCC3)cc2)C1=O (stereo not given) | . | -19% | 1% |
| CCC(=O)NCC(c1cccs1)S(=O)(=O)c1ccc(C)cc1 (stereo not given) | 0% | -4% | -9% |
| O=c1c2c3c(sc2ncn1/N=C/c1ccc(Br)o1)CCCC3 | 5% | -18% | -12% |
| CCN1C(=O)[C@H]2[C@@H](c3ccc(-c4ccccc4)cc3)N3CCC[C@@]3(C(=O)OC)[C@H]2C1=O | -1% | 0% | -3% |
| CCN(CC)S(=O)(=O)c1ccc(S(=O)(=O)Nc2cc3c(cc2C(C)=O)OCO3)cc1 | 2% | -2% | -15% |
| Cc1cc(/C=C2/C(=O)NN(c3ccccc3)C2=O)c(C)n1-c1ccc(O)cc1 | 8% | 8.9µM* | -4% |
| NC(=O)CSc1nnc(-c2ccccn2)n1Cc1ccco1 | 10% | -5% | 8% |
| CC(=O)Nc1c(C(=O)N2CCN(c3ccccn3)CC2)cnn1-c1ccc(C)cc1 | 1% | 2% | -1% |
| O=C(Cn1cncn1)c1ccccc1Br | . | -16% | -4% |
| CCOC(=O)C(NC(=O)c1ccccc1Cl)(Nc1sc2c(c1C(N)=O)CCC2)C(F)(F)F (stereo not given) | 3% | -4% | -14% |
| COCCNC(=O)/C(C#N)=C/c1c(N2CCN(c3ccccc3)CC2)nc2ccccn2c1=O | . | ? | -13% |
| CC1COc2ccccc2N1S(=O)(=O)c1cc(Cl)ccc1Cl (stereo not given) | . | -12% | 14% |
| COc1cc(O)c(C(CCN2CCN(c3ccccc3)CC2)c2ccc(N(C)C)cc2)c(OC)c1 (stereo not given) | 28%&11% | -7%&-16% | -24%&-3% |
| CC1=C(C(=O)OCC(Cl)(Cl)Cl)N2C(=O)C(NC(=O)Cc3ccccc3)C2SC1 (stereo not given) | 1% | 3% | 0% |
| COc1ccc(/C=C(\NC(=O)c2ccc([N+](=O)[O-])cc2)C(=O)NCCCn2ccnc2)cc1 | 8% | -3% | 3% |
| CN(CC(=O)Nc1ccc(N2CCOCC2)cc1)C(=O)CCc1cc(C(C)(C)C)c(O)c(C(C)(C)C)c1 | 14% | -1% | 5% |
| CC1CC1C(=O)OCC(=O)NC(=O)NCc1ccco1 (stereo not given) | 0% | 1% | 10% |
| Cc1ccc(CCNC(=O)C2CCN(S(=O)(=O)N3CCOCC3)CC2)cc1 | 0% | -5% | -13% |
| N#CC1(NC(=O)COc2ccc3oc4ccccc4c3c2)CCCCC1 | -1% | 10% | -3% |
